Source: PubChem
XiGFP reactiv – X-chromosome reactivation activator. XiGFP mouse fibroblasts, % GFP-positive cells imaging, 3 d; cells co-treated with 5-aza-dC sensitizer; scaled so ellipticine positive control = 100%. activation, % at 7.58 µM. 0.055% of 360,000 active. AID 743238;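 active = mean normalized replicate activation at least 10% and every replicate at or above 10%; inconclusive = only one of the two criteria met; inactive = mean below 10% and not all replicates reach 10%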;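 note: 0% = median of on-plate neutral control wells and 100% = ellipticine 6 µM median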
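Schedule: 3 d treatment, 15 min room-temperature fixation; system: 68-5-11 XiGFP fibroblast line; buffer or medium: DMEM plus 5-aza-dC sensitizer; control set: ellipticine 6 µM positive control; compound: one concentration, pinned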
SIRT5 block – blocks human SIRT5 desuccinylation of peptide; Q9NXA8; Purified SirT5, succinyl-peptide AMC, trypsin-coupled fluorescence; inhibition, % at 15 µM; 1.1% of 330,000 active; AID 652115; in the data active = inhibition above about 15%; inconclusive = no clear call, values can overlap the other calls
Target sequence (Q9NXA8 whole entry, looked up): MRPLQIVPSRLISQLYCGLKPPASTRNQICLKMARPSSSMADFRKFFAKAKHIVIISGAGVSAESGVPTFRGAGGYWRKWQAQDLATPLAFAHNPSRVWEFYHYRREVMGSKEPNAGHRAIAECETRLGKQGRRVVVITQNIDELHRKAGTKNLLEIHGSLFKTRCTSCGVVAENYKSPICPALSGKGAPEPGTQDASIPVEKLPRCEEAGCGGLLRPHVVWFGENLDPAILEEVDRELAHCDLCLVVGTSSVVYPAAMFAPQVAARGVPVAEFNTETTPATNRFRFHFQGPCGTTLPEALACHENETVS
Cneo AK release – causes C. neoformans cell lysis; adenylate kinase release luminescence, 4 h; normalised: neutral wells 0, clomiphene wells 100; 0.2% of 360,000 active; lysis activity, % at 15 µM;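 active = mean lysis activity across replicates of at least 80%, whatever share of replicates individually reach that level; inactive = mean lysis activity below 80%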
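Material: C. neoformans cells; Schedule: 4 h static compound exposure, 37 °C, read 1 h post-reagent; Measured by: adenylate kinase release luminescence; Read-out: signal increase indicating cell lysis; Controls: Clomiphene as positive lysis control.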
LGR2 inh – inhibitors of bursicon-induced Drosophila LGR2 receptor cAMP signaling; HEK293 LGR2, CRE-luciferase, bursicon-stimulated, 4 h; inhibition, % at 9.99 µM; 0.35% of 380,000 active;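 active = drop in luminescence signal, shown as inhibition above about 50% in the replicate tests, limit read from the data, passing the limit was not always enough; inconclusive = probably only some replicates passing the limit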;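 note: agonist challenge used bursicon conditioned medium at about half maximal strength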
C2C12 statin – protects C2C12 myotubes from simvastatin toxicity; rescue of ATP level, % at 7.49 µM; ATP luminescence, 48 h; scaled: DMSO 0, geranylgeraniol control 100; AID 602340; 0.78% of 330,000 active;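 active = mean ATP rescue above about 67%, or every replicate alone reaching that limit, limit read from the data, passing the limit was not always enough; inconclusive = no clear call, values can overlap the other calls; inactive = mean under the limit and some replicate under it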;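 note: myotubes were challenged with 10 µM simvastatin during compound exposure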
ERAP1 HTS inh – inhibitors of human ERAP1 aminopeptidase; recombinant ERAP1, Leu-AMC fluorescence, 60 min; inhibition, % at 10.7 µM; 0.15% of 340,000 active;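 active = mean replicate inhibition of at least 30%, or all replicates individually reaching that 30% level; inactive = mean below 30% and not every replicate reaching it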;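 note: 0% = neutral control wells and 100% = L-leucinethiol positive control wells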
PGC1a acetyl inh – PGC1a acetylation modulation, inhibitor mode; U2OS PGC1a acetylation, AlphaScreen anti-acetyl-lysine; with virally co-expressed GCN5 acetyltransferase; 0.17% of 350,000 active; AID 651687; inhibition, % at 15.6 µM;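 active = every replicate shows inhibition of at least 40%; inconclusive = mean inhibition at least 40% but some replicate below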;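 note: 0% = neutral control wells and 100% = positive control wells; some results beyond the cut were filed as inactive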
S100A4 inh HTS – S100A4-myosin IIA interaction inhibition | 0.14% of 360,000 active | P26447 | inhibition, % at 10.7 µM | S100A4/TAMRA-MyoIIA peptide fluorescence polarization;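 active = mean inhibition of at least 70% across replicates, with every replicate also reaching that level; inconclusive = mean inhibition reaches 70% but some replicates fall short; inactive = mean inhibition below 70%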
Target sequence (P26447 whole entry, looked up): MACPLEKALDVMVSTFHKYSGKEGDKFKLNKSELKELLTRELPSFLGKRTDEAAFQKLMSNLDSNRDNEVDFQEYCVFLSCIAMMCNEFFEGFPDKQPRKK
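Test system: S100A4 monomer protein; Medium: HEPES pH 7.2 with CaCl2, KCl, NaCl, DTT, Triton; Probe or stimulus: TAMRA-labelled myosin IIA heavy-chain peptide probe, 5 nM; Doses: one dose per compound; Times: polarization read 5 min after assay mix addition, stable 5–60 min; Benchmarks: neutral control DMSO, positive control TFP.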
* marks the source's active call; other numbers are inactive results; ? = inconclusive; . = no result given. A portion of the library; rates above refer to the full screens.

Values run as follows: PGC1a acetyl inh, LGR2 inh, ERAP1 HTS inh, Cneo AK release, SIRT5 block, S100A4 inh HTS, XiGFP reactiv, C2C12 statin
C[C@@H]1CN([C@H](C)CO)C(=O)c2cc(NC(=O)Cc3cn(C)c4ccccc34)ccc2O[C@H]1CN(C)S(=O)(=O)c1cccs1
  -8, ., -3, -3, -1, -8, -0.7, 34
C[C@H]1CN([C@@H](C)CO)C(=O)c2cc(C#CC3(O)CCCC3)cnc2O[C@H]1CN(C)C(=O)C1CCC1
  4, 6, -3, 51, 0, -6, -0.7, 43
CC1=C(C(N)=O)C(c2ccc(Br)cc2)n2nc(CCCO)nc2N1 (stereo not drawn)
  4, 11, 3, 1, -3, -10, 0.2, -1
O=C(Nc1ccc(Cl)cc1)N[C@@H]1CC[C@H](CCNC(=O)c2cc(Cl)cc(Cl)c2)O[C@@H]1CO
  -17, 1, 0, ., 3, -6, -0.3, .
Brc1cccc(-c2nc3ccc(Br)cn3c2Cc2ccccc2)c1
  12, -47, 0, 0, -1, -9, 0.3, 1
O=C(NCC1CCCO1)C1CC(=O)N(c2cccc(Cl)c2)C1 (stereo not drawn)
  3, -1, -2, 0, -2, -1, 0.3, -6
COc1ccc(-c2onc3ccc(C(C)=O)cc23)cc1
  ., -10, -11, ., 5, -14, 0.1, .
Cc1ccc(NC(=O)CSc2nnc(-c3cccnc3)o2)c(C)c1
  -2, 14, -2, ., -4, -1, 0.0, 9
CC(C)NC(=O)N(C)C[C@H]1OCc2ccccc2-c2ccccc2C(=O)N([C@@H](C)CO)C[C@@H]1C
  6, 3, 1, -4, -5, -5, 0.0, -13
CC(C)C(NS(=O)(=O)c1cccs1)C(=O)Nc1nc(C(C)(C)C)cs1 (stereo not drawn)
  6, 9, 1, 0, -5, -18, ., 8
COc1ccc(C(C)=O)cc1CN1C(=O)NC(CC(C)C)C1=O (stereo not drawn)
  0, 24, 7, ., -3, -1, -0.1, .
CC(=O)N1N=C(c2ccccc2)CC1c1cccc([N+](=O)[O-])c1 (stereo not drawn)
  -3, ., 0, -1, -5, 0, 0.1, 0
CCC(C)[C@H](NC(=O)NCCCc1ccccc1)C(=O)OC (stereo partly drawn)
  -18, 2, -1, -1, 1, -7, ., 20
NCC[C@@H]1CC[C@@H](NC(=O)Nc2ccc(F)cc2)[C@@H](CO)O1
  4, 5, -1, -2, -1, 3, 0.2, 10
COc1ccccc1CNc1ccc2nnc(CCNC(=O)c3ccc(C)cc3)n2n1
  ., 5, 6, ., 0, -3, -0.1, .
COc1ccc(S(=O)(=O)N[C@H]2CC[C@H](CC(=O)NCc3ccccc3F)O[C@H]2CO)cc1
  -13, 7, -2, 1, 5, -6, -0.3, -5
C[C@H]1CN([C@@H](C)CO)C(=O)CCCn2nncc2CO[C@H]1CN(C)Cc1ccc(Oc2ccccc2)cc1
  14, 18, 0, -19, 1, 1, -0.3, 17
O=C1c2ccccc2NC(c2cccc(F)c2)N1Cc1ccccc1 (stereo not drawn)
  -19, 3, -3, 1, -3, -3, 0.1, 9
C[C@@H]1CN([C@H](C)CO)C(=O)c2cc(-c3ccc(C#N)cc3)cnc2O[C@@H]1CN(C)Cc1ccccn1
  7, 15, -1, 1, 9, 13, -1.0, 22
CC(CCc1ccc(O)cc1)N1CCC(Oc2ccc(C(=O)N3CCCC3)cc2)CC1 (stereo not drawn)
  5, -11, -1, 5, -15, -6, -0.1, 1
COc1cc(N=Nc2ccc(C)cc2S(N)(=O)=O)c(C)cc1N
  -4, 2, -2, 0, -8, -4, 0.0, -5
CN(C)CCN1CC(O)=C(c2nc3ccccc3s2)C1=N
  2, 3, ., 0, 1, -9, ., -5
COc1ccc(-n2cnnc2SCC(=O)NC2CCCc3ccccc32)cc1 (stereo not drawn)
  0, 7, -3, ., -5, 1, 0.8, .
Cc1cccc2cc(CN(Cc3ccco3)C(c3nnnn3CCc3ccccc3)C(C)C)c(=O)[nH]c12 (stereo not drawn)
  4, 8, ., -1, ., ., ., 27
Cc1ccc(CNC(=O)C2CCCN(c3ncnc4c3nc3n4CCCCC3)C2)cc1 (stereo not drawn)
  ., -7, 0, -1, -1, -7, 0.0, -7
OC[C@@H]1[C@@H]2c3ccccc3NC[C@@H]2N1CC1CCOCC1
  8, 0, -5, 6, 4, 12, 0.0, 16
O=[N+]([O-])c1cccc(S(=O)(=O)N2CCN(S(=O)(=O)N3CCOCC3)CC2)c1
  ., -2, 1, -4, 16*, -1, -0.1, -1
C[C@@H]1CCCCO[C@@H](CN(C)C)[C@@H](C)CN([C@@H](C)CO)C(=O)c2cc(NC(=O)CCC(F)(F)F)ccc2O1
  10, 0, 2, -5, 1, -9, 0.0, -12
CO[C@H]1CN(C)C(=O)c2cc(NC(=O)C3CCCCC3)ccc2OC[C@@H](C)N(Cc2nccs2)C[C@H]1C
  -15, 9, -2, -2, 2, 1, 0.4, -6
COc1cc2c(c(O)c1OC)-c1c(cc(OC)c(OC)c1OC)C[C@@H](C)[C@@H](C)C2
  -5, 5, 3, -2, ., 10, 0.1, 13
CCOC(=O)N1CCN(C(=O)Cc2c(C(=O)O)n(C)c3ccccc23)CC1
  2, -11, 10, ., -1, 5, 0.0, .
COC(=O)C[C@@H]1CC[C@@H]2[C@H](COc3ccc(NC(=O)C4CC4)cc3C(=O)N2C)O1
  1, -9, 0, 0, -7, 55, 0.2, -24
O=C1CCC/C(=N/Nc2ccc(Cl)cc2)C1
  13, -37, 0, ., -4, -3, 0.2, .
C[C@H](CO)N1C[C@H](C)[C@@H](CN(C)Cc2ccc(C(=O)O)cc2)Oc2ccc(NC(=O)Nc3cccc4ccccc34)cc2C1=O
  2, 5, 0, -1, 6, -3, -0.9, 9
Cc1cc(C(=O)NC2CCCN(Cc3ccccc3F)C2)n[nH]1 (stereo not drawn)
  -2, -1, -2, 0, 11, -1, 0.5, .
COc1ccc(NC(=O)Nc2ccc3c(c2)C(=O)N([C@@H](C)CO)C[C@H](C)[C@@H](CN(C)C(=O)Nc2ccc(C(F)(F)F)cc2)O3)cc1
  7, 3, 0, 0, 15, -1, 0.5, ?
COc1ccc(C2CC(=O)C(c3ccc(C#N)cc3)=CN2Cc2ccccc2)cc1 (stereo not drawn)
  ., 8, -1, ., 2, 0, 0.4, .
CNS(=O)(=O)c1cc(N)ccc1C
  ., 8, -1, ., -1, -18, 0.4, .
C[C@@H]1CN([C@H](C)CO)C(=O)c2cccc(NC(=O)C3CCCCC3)c2O[C@H]1CN(C)C(=O)Nc1ccc2c(c1)OCO2
  8, -9, -1, -1, -1, -6, -0.8, 28
COc1ccccc1C(=O)Nc1c[nH]c(=O)[nH]c1=O
  6, 5, 2, 6, -6, -6, 0.2, 24
Cn1c(SCC(=O)N2CCCc3ccccc32)nnc1-c1ccccc1
  8, -5, 8, 4, -4, 11, ., 8
CNC[C@@H]1Oc2cc(C#Cc3cccc(OC)c3)ccc2S(=O)(=O)N([C@H](C)CO)C[C@H]1C
  -35, 8, -2, -4, -12, -8, -1.5, 11
CCc1nn(-c2ccccc2)c(N)c1C#N
  ., ., -2, ., 0, 0, 0.0, .
CC(C)C(=O)Nc1ccc2c(c1)C(=O)N(C)[C@@H]1CC[C@H](CC(=O)NCc3cccc(F)c3)O[C@H]1CO2
  -10, 3, ., -5, ., ., 0.1, -3
O=C(Cc1ccc(Cl)c(Cl)c1)Nc1ccc2[nH]c(=O)[nH]c2c1
  ., -2, 7, ., 1, 0, 0.3, .
CN1CCN(C(=O)C[C@H]2CC[C@H]3[C@H](COc4ccc(NC(=O)C5CCCCC5)cc4C(=O)N3C)O2)CC1
  0, 14, -2, -5, -2, 0, 0.2, 1
Cc1ccc(CNC(=O)c2ccc(COc3ccccc3)cc2)cc1
  ., 3, 7, ., -5, -4, 0.6, .
CC=Cc1ccc2n(c1=O)C[C@@H]1[C@@H](CO)[C@H](C(=O)N3CCCCC3)N(Cc3ccccn3)[C@H]21 (mixture of isomers)
  -5, -1, 8, -4, 1, 11, 0.5, -3
COc1ccc2c(c1)C(c1ccc(Cl)cc1)NC(=O)C2 (stereo not drawn)
  -1, -4, ., -1, ., 6, 0.0, 11
CCc1ccc(/C=C2/SC(N3CCOCC3)=NC2=O)cc1
  10, -12, -2, ., -1, -3, 0.0, .
COc1c2c(cc(O)c1C(C)=O)OC(C)(C)C=C2
  10, -1, -2, -2, ., -2, 0.3, -4
Cc1cc(OCC(=O)Nc2ccc3c(c2)OCCO3)ccc1Cl
  -4, -52, ., 4, ., ., ., 0
CCOC(=O)c1[nH]c2cc3c(cc2c1NC(=O)CN1CCCC1)OCO3
  9, 14, 3, ., -4, 3, -0.1, 6
O=C(C[C@H]1C=C[C@H](NC(=O)c2ccncc2)[C@@H](CO)O1)NCC1CCCCC1
  15, 2, -1, -1, -4, 9, 0.0, -4
Cc1cc(=O)n2c(n1)SCOC2
  3, ., ., 2, -2, -4, 0.0, .
Cc1noc(C)c1NC(=O)N(C)C[C@H]1OCCCC[C@H](C)Oc2ccc(NC(=O)Nc3cccc4ccccc34)cc2C(=O)N([C@H](C)CO)C[C@@H]1C
  2, 10, ., 12, ., ., -1.2, .
CCOc1cc(-c2nc3ccccc3s2)ccc1O
  0, -33, -17, 6, 7, 3, 0.2, 6
COc1ccc(NC(=O)N(C)C[C@@H]2Oc3cc(C#CCC(C)C)ccc3S(=O)(=O)N([C@H](C)CO)C[C@@H]2C)cc1
  -16, 11, 0, -10, 31*, -9, 0.4, 0
CC(=O)Nc1ccc(S(=O)(=O)N(C)CC(=O)NNC(=O)Cc2nc3ccccc3n2C)cc1
  ., 3, 0, ., -1, 3, 0.2, .
CCCN(C)C[C@H]1Oc2ncc(C#Cc3ccc(F)cc3)cc2C(=O)N([C@@H](C)CO)C[C@H]1C
  -23, -19, 1, 8, 1, -16, -0.4, .

Continuation:
Values run as follows: PGC1a acetyl inh, LGR2 inh, ERAP1 HTS inh, Cneo AK release, SIRT5 block, S100A4 inh HTS, XiGFP reactiv, C2C12 statin
CCCCn1c(/N=C/c2ccccc2NS(=O)(=O)c2ccc(C)cc2)nc2ccccc21
  12, 21, ., 12, ., ., -0.1, -5
O=Cc1c(N2CCN(CCO)CC2)nc2ccccn2c1=O
  6, -7, 2, -1, 0, -5, 0.0, -1
COC(=O)c1cn(NC(=O)Cc2c(F)cccc2Cl)c(=O)c2ccccc12
  1, -1, 8, ., 0, 1, 0.4, .
O=C(CNC(=O)c1ccc(F)cc1)N/N=C/c1cccnc1
  -9, 3, 3, 3, 8, 0, 0.0, 5
Cc1ccc(F)cc1CNC(=O)C1CCC(=O)N(C2CC2)C1 (stereo not drawn)
  2, 26, -4, 1, -2, 0, 0.0, .
C[C@@H]1CN([C@H](C)CO)C(=O)Cc2cc(N(C)C)ccc2O[C@@H]1CN(C)CC1CC1
  8, 7, 0, -2, -3, -8, 1.1, 10

At a glance, two of the compounds above.
Values run as follows: PGC1a acetyl inh, LGR2 inh, ERAP1 HTS inh, Cneo AK release, SIRT5 block, S100A4 inh HTS, XiGFP reactiv, C2C12 statin
O=C(Cc1ccc(Cl)c(Cl)c1)Nc1ccc2[nH]c(=O)[nH]c2c1
  ., -2, 7, ., 1, 0, 0.3, .
CN1CCN(C(=O)C[C@H]2CC[C@H]3[C@H](COc4ccc(NC(=O)C5CCCCC5)cc4C(=O)N3C)O2)CC1
  0, 14, -2, -5, -2, 0, 0.2, 1
